# EBV LMP1 NFkB: EBV LMP1-driven NF-kappaB luciferase reporter inhibitors, primary screen, cell-based, luminescence, single point | LMP1-induced NF-kappaB luciferase reporter cells | AID 504558, 2011 | 0.69% of 350,000 active | inhibition, % at 12.5 µM; in the data active = inhibition above about 41%; inconclusive = no clear call, values can overlap the other calls;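 note: 0% = neutral control wells and 100% = reference inhibitor control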
# SRC3 inh: SRC3 coactivator transcriptional activity inhibitors, primary screen, cell-based, luminescence; inhibition, % at 3.6 µM; 0.17% of 360,000 active; Nuclear receptor coactivator 3 (Homo sapiens), Q9Y6Q9; HEK293 GAL4-SRC3 luciferase reporter;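 active = inhibition above a per-campaign cutoff, the mean of all compounds plus 3 SD, cut at about 60% in these data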;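 note: 0% = DMSO-treated cells and 100% = gossypol-treated cells at 36 µM; higher means less SRC3-driven luciferase light from the GAL4 reporter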
# TROY signal inh: inhibitors of TROY-driven NF-kB signaling, primary screen, Q293 LMP1-TROYcd cells, NF-kB luciferase, uHTS; 0.98% of 360,000 active; AID 1347056, 2019; Q293 LMP1-TROYcd NF-kB luciferase reporter, 4 h; inhibition, % at 10 µM;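 active = compounds whose plate-normalised and pattern-corrected inhibition of the luciferase reporter signal at the single screening dose is 50% or more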
# COUP-TFII inh: NR2F2 transcriptional activity inhibitors, primary screen, cell-based, luciferase reporter, HEK293T, luminescence. COUP transcription factor 2 (Homo sapiens), P24468. HEK293T NGFI-A luciferase reporter. inhibition, % at 8.6 µM. 0.7% of 370,000 active. AID 686940, 2013;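 active = inhibition above a per-plate cutoff, mean inhibition of test wells between control levels plus 3 SD, cut at about 38% in these data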;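 note: cells cotransfected with COUP-TFII expression vector driving the NGFI-A reporter; 0% = median of COUP-TF2 test wells and 100% = reporter-only cells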
# Vif inh: HIV Vif self-association inhibitors, primary screen, imaging, HEK293T, single point. AID 602346, 2012. 0.35% of 340,000 active. inhibition, % at 7.49 µM. HEK293T cells, Vif self-association by quenched fluorescence, 24 h; in the data active = inhibition above about 50%, passing the limit was not always enough; inconclusive = no clear call, values can overlap the other calls; inactive = below about 31%; note: some results filed as inactive read as strong as hits
# SRC2 inh: inhibition of GAL4-SRC2 driven luciferase reporter, primary screen, SRC2 inhibitor project, cell-based, luminescence. Nuclear receptor coactivator 2 (Homo sapiens), Q15596. HEK293 GAL4-SRC2 luciferase reporter. inhibition, % at 9 µM. 0.17% of 370,000 active. AID 651957, 2012;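 active = inhibition above the mean inhibition of all tested compounds plus 3 SD, set per campaign, cut at about 52% in these data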;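 note: 0% = DMSO treated cells and 100% = cells given Gossypol at 36 µM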
# TLR9-MyD88 block: inhibitors of TLR9-MyD88 association in cells, primary screen, cell-based, CHO, BLA complementation, fluorescence. Toll-like receptor 9 (Homo sapiens) + Myeloid differentiation primary response protein …. CCF4 FRET ratio. inhibition, % at 4.98 µM. 0.21% of 340,000 active. AID 504734, 2011;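 active = inhibition above the mean over all tested compounds plus 3 SD, cut at about 21% in these data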;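 note: 0% = DMSO only wells and 100% = clavulanate BLA inhibitor control wells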
# Target sequence (Q99836 whole entry, looked up): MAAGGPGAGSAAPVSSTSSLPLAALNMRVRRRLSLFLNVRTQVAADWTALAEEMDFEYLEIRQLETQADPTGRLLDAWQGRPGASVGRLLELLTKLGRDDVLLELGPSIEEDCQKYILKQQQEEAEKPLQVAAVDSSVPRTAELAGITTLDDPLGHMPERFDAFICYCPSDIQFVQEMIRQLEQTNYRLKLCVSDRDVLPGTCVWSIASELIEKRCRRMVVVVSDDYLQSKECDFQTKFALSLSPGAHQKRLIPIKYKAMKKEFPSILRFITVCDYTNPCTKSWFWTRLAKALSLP
# Target sequence (Q9NR96 whole entry, looked up): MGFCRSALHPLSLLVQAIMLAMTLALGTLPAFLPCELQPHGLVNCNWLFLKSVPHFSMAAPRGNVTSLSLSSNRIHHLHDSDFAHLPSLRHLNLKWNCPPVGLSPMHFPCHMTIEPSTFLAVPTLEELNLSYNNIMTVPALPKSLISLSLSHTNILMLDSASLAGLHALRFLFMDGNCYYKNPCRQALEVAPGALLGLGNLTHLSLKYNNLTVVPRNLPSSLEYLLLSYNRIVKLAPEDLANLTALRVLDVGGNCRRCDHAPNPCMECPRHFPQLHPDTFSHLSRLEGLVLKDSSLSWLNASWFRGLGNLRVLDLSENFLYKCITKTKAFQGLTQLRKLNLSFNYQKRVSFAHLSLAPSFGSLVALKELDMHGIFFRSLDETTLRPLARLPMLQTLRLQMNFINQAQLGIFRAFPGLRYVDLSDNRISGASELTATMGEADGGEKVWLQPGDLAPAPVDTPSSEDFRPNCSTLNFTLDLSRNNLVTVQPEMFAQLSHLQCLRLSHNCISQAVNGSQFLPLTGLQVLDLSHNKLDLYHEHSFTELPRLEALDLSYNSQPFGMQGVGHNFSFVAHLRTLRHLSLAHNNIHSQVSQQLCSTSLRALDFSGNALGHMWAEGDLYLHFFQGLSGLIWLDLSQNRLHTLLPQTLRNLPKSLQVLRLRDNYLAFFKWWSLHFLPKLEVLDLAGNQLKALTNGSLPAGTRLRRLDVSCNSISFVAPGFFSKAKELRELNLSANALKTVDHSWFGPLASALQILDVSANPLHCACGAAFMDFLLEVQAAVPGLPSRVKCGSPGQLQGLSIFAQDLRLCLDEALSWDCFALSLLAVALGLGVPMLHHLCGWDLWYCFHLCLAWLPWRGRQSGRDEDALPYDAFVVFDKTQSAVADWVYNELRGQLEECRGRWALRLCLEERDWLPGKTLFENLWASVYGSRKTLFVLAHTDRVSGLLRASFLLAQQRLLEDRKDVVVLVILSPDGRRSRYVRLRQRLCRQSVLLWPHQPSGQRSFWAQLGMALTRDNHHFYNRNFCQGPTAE
# SRC1 inh: SRC1 coactivator transcriptional activity inhibitors, primary screen, cell-based, luminescence; inhibition, % at 3.6 µM; 0.12% of 360,000 active; HEK293 GAL4-SRC1 luciferase reporter; Nuclear receptor coactivator 1 (Homo sapiens), Q15788;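 active = inhibition above the campaign mean plus 3 SD, with each screening campaign given its own cutoff, cut at about 60% in these data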;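 note: 0% = DMSO treated cells and 100% = gossypol at 36 µM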
# NR5A2 inv ag: LRH-1 (NR5A2) inverse agonists, primary screen, cell-based, luminescence, HEK293T, StAR-luciferase reporter; Nuclear receptor subfamily 5 group A member 2 (Homo sapiens), O00482; LRH-1 transfected, 24 h; inhibition, % at 3.6 µM; 0.13% of 360,000 active; AID 602396, 2012;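 active = inhibition above the mean inhibition of all tested compounds plus 3 SD, cut at about 73% in these data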;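 note: 0% = DMSO wells and 100% = reporter-only cells lacking LRH-1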
# TRAIL sens C8: viability loss with TRAIL in NB7+C8 cells, primary screen, TRAIL sensitizer project, cell-based, ATPlite luminescence; inhibition (viability loss, TRAIL sensitization), % at 10 µM; 1% of 360,000 active;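 active = compounds causing at least 50% loss of cell viability in the single-dose screen, relative to plate controls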
# NOD2 RIPK2 PPI: NOD2-RIPK2 binding disruptors in cells, primary screen, fluorescence, CHO cells, BLA complementation; CCF4 ratio; inhibition, % at 4.98 µM; 0.38% of 360,000 active; AID 624267, 2012; in the data active = inhibition above about 21%;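 note: 0% = vehicle only and 100% = reference blocker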
# * = called active by the depositor; ? = inconclusive; nt = no result given. This is a subset, so the mix of outcomes need not match the whole.
SMILES,EBV LMP1 NFkB,SRC3 inh,TROY signal inh,COUP-TFII inh,Vif inh,SRC2 inh,TLR9-MyD88 block,SRC1 inh,NR5A2 inv ag,TRAIL sens C8,NOD2 RIPK2 PPI
Cc1ccc2oc(=O)cc(CN3CCCCC3)c2c1,8,-1,1,-14,-14,2,4,-13,-11,3,5
O=C(O)c1nccnc1C(=O)Nc1ccc(S(=O)(=O)N2CCOCC2)cc1,-8,8,-18,-2,22,12,3,0,2,3,-6
O=C(NCCCN1CCOCC1)c1ccc(S(=O)(=O)Nc2cccc(C(F)(F)F)c2)cc1,-14,-19,2,12,nt,-6,-6,8,-22,-22,-7
O=C(CSc1nnc2ccccn12)Nc1ccccc1C(=O)NC1CC1,2,-7,23,11,-1,-33,-6,-16,-4,-17,1
COC(=O)c1cnn(-c2nc(OC)cc(OC)n2)c1C,5,4,-4,10,3,-16,-6,-8,5,2,0
COc1cccc(-c2nn(-c3ccccc3)cc2/C=C(/NC(=O)c2ccccc2)C(=O)O)c1,1,18,-4,15,10,-4,-4,3,22,9,-16
N#Cc1ccccc1S(=O)(=O)N1CCN(c2nc(-c3ccccc3)nc3ccccc23)CC1,-10,-15,-1,0,0,-53,7,-17,-16,12,5
CCOC(=O)c1nn(C)c2[nH]c(=O)n(C)c(=O)c12,-9,5,-16,11,-2,19,-10,8,-4,-8,-5
Cn1c(=O)c2c(SCC(=O)NCc3ccco3)nc(-c3ccccc3Cl)nc2n(C)c1=O,-3,11,-13,-3,-7,9,4,2,12,8,10
CCCCN(CC(=O)NC1CC1)S(=O)(=O)c1ccc(OCC)cc1,2,-6,4,7,?,20,0,-20,-7,-23,0
CCN(CC)C(=O)NCc1c(C)cc(C)cc1C,2,2,8,nt,9,nt,-8,-5,12,-1,-1
O=C(O)COc1ccccc1/C=N/n1c(C2CCCCC2)n[nH]c1=S,3,15,13,16,-7,12,4,-19,-3,-17,-16
C[C@H]1CN([C@@H](C)CO)C(=O)c2cccc(NC(=O)Nc3ccc(C(F)(F)F)cc3)c2O[C@@H]1CN(C)Cc1ccc(Cl)c(Cl)c1,9,26,2,21,-7,24,-12,-9,-2,26,3
COc1ccc(-c2cc(C(=O)Nc3ccc(NC(C)=O)cc3)[nH]n2)c(C)c1,nt,-83,-57,-40,3,-28,nt,-62,-94,-3,3
CCc1cccc(NC(=S)N(CCCN2CCOCC2)C(C)c2cc3cccc(OC)c3o2)c1 (centres undefined),7,3,2,-4,-6,14,0,0,-1,20,4

# Entries listed so far that contain a CF3 group, in the order listed:
SMILES,EBV LMP1 NFkB,SRC3 inh,TROY signal inh,COUP-TFII inh,Vif inh,SRC2 inh,TLR9-MyD88 block,SRC1 inh,NR5A2 inv ag,TRAIL sens C8,NOD2 RIPK2 PPI
O=C(NCCCN1CCOCC1)c1ccc(S(=O)(=O)Nc2cccc(C(F)(F)F)c2)cc1,-14,-19,2,12,nt,-6,-6,8,-22,-22,-7
C[C@H]1CN([C@@H](C)CO)C(=O)c2cccc(NC(=O)Nc3ccc(C(F)(F)F)cc3)c2O[C@@H]1CN(C)Cc1ccc(Cl)c(Cl)c1,9,26,2,21,-7,24,-12,-9,-2,26,3

# Later entries:
SMILES,EBV LMP1 NFkB,SRC3 inh,TROY signal inh,COUP-TFII inh,Vif inh,SRC2 inh,TLR9-MyD88 block,SRC1 inh,NR5A2 inv ag,TRAIL sens C8,NOD2 RIPK2 PPI
COc1ccc(S(=O)(=O)n2oc(=O)cc2-c2ccccc2)cc1OC,-6,1,-19,-2,nt,8,-4,-5,-14,-2,-5
CC1CCCCC1NC(=S)NC(=O)c1ccccc1Br (centres undefined),-5,5,-19,15,-4,2,6,9,-7,-14,2
CC(OC(=O)CCc1nc(=O)c2ccccc2n1C)C(=O)NCc1ccc2c(c1)OCO2 (centres undefined),-3,6,3,21,4,-24,0,17,10,-6,-4
COc1ccc(CNC(=O)CC2Sc3ccccc3NC2=O)cc1 (centres undefined),2,9,1,1,11,-34,2,-16,-13,-1,0
CCCCN1C(=N)N([C@@H](C)CN2CCC[C@H]2CN2C(N)=NC[C@H]2CC(C)C)C[C@H]1Cc1ccccc1,-1,-3,-4,-23,nt,-41,3,-1,19,-7,-6
CCOC(=O)c1c(C)[nH]c(C)c1C(=O)COC(=O)c1ccc(S(=O)(=O)N(CC)CC)cc1,5,3,14,2,-12,24,5,-4,4,4,-6
COC(=O)c1cc(=O)n(-c2ccccc2)c(=Nc2ccccc2)s1,7,26,-6,28,5,39,-1,2,13,5,-2
CCOC(=O)c1ccc(NC(=O)C2(c3ccccc3)CCCC2)cc1,-12,-11,-10,8,-4,3,-2,1,13,-6,7
COc1ccc(OC)c(C2=NNC(=NCc3ccc4c(c3)OCO4)SC2)c1,18,17,4,8,-4,19,-7,-4,14,1,-1
CC(C)(C)OC(=O)N1CCC(C(=O)NNC(=O)c2ccc(Cl)cc2Cl)CC1,4,-12,4,13,-1,-3,1,-27,17,9,-2
N#Cc1cc2ccccc2n2nnnc12,-7,10,2,-6,16,1,3,1,7,4,3
O=C1c2ccccc2C(=O)c2c1oc(C(F)(F)F)c2C(=O)c1ccccc1,68*,31,55*,-4,-4,3,5,-9,28,96*,-3
O=C(Nc1nnc([C@@H]2C[C@H](O)[C@@H](CO)O2)s1)c1cccc(OC(F)(F)F)c1,nt,-6,-16,-20,2,-16,nt,2,-29,-1,1
COC(=O)CSc1snnc1-c1ccc(Cl)cc1Cl,-3,17,14,7,24,4,-7,-15,10,3,-3
CC1CCCN(S(=O)(=O)c2csc(C(N)=O)c2)C1 (centres undefined),-5,3,4,15,-3,2,-8,18,-3,-13,-5

# A different layout for part of the listing above:
CCOC(=O)c1c(C)[nH]c(C)c1C(=O)COC(=O)c1ccc(S(=O)(=O)N(CC)CC)cc1
  EBV LMP1 NFkB: 5
  SRC3 inh: 3
  TROY signal inh: 14
  COUP-TFII inh: 2
  Vif inh: -12
  SRC2 inh: 24
  TLR9-MyD88 block: 5
  SRC1 inh: -4
  NR5A2 inv ag: 4
  TRAIL sens C8: 4
  NOD2 RIPK2 PPI: -6
COC(=O)c1cc(=O)n(-c2ccccc2)c(=Nc2ccccc2)s1
  EBV LMP1 NFkB: 7
  SRC3 inh: 26
  TROY signal inh: -6
  COUP-TFII inh: 28
  Vif inh: 5
  SRC2 inh: 39
  TLR9-MyD88 block: -1
  SRC1 inh: 2
  NR5A2 inv ag: 13
  TRAIL sens C8: 5
  NOD2 RIPK2 PPI: -2

# The results go on.
SMILES,EBV LMP1 NFkB,SRC3 inh,TROY signal inh,COUP-TFII inh,Vif inh,SRC2 inh,TLR9-MyD88 block,SRC1 inh,NR5A2 inv ag,TRAIL sens C8,NOD2 RIPK2 PPI
COc1ccc(C(=O)NCC2CCCN2S(=O)(=O)c2cccs2)cc1 (centres undefined),-7,-6,-17,5,3,10,3,-2,0,2,-7
Cc1cccc(NC(=S)N/N=C/c2cccn2Cc2ccc(F)cc2)c1,2,2,7,14,-6,-9,-9,-9,-21,-6,-5
CC(=O)[C@@]1(O)CC[C@H]2[C@@H]3CCC4=CC(=O)CC[C@]4(C)[C@H]3CC[C@@]21C,-7,-35,14,-13,10,9,-2,0,7,-7,0
CCNC(=O)Nc1ccc(S(=O)(=O)Nc2cnc(C)nc2C)cc1,3,9,-8,7,11,-16,-6,-3,0,-2,7
COCCNC(=O)C1(C)CCN(Cc2cccc(Oc3ccccc3)c2)C1 (centres undefined),nt,-21,-10,-3,4,29,nt,-327,4,-11,-9
Cc1ccc2c(COC(=O)c3ccccc3F)cc(=O)oc2c1,-17,-28,24,3,-9,-38,-5,-29,1,6,3
CCOC(=O)CSc1nnc(CNc2ccc(Cl)cc2)n1Cc1ccccc1,9,-4,nt,4,2,-12,0,-3,-7,-4,4
Cc1cc(C)n(-c2ccc(C(=O)N3CCN(c4ccccn4)CC3)cc2)n1,4,-8,-2,-44,-1,-9,0,7,-8,-5,-1
O=C(CSc1nc2ccc(S(=O)(=O)N3CCOCC3)cc2[nH]1)N1CCOCC1,10,-18,-21,-5,-4,6,-4,-10,-6,9,-6
Cc1ccc2occ(C3NC(C(=O)O)CS3)c(=O)c2c1 (centres undefined),4,-1,2,3,3,3,-9,1,10,8,-7
O=C(Cn1nc(-c2ccccc2)ccc1=O)N1CCOCC1,6,6,-3,-15,6,1,-3,-39,-17,6,-2
CC(OC(=O)c1ccc(Cl)cc1)C(=O)NCc1ccc2c(c1)OCO2 (centres undefined),-3,11,-10,-11,-7,-11,-4,6,7,-5,-1
O=C(Nc1ccccc1)c1cccc(C(F)(F)F)c1,2,10,-4,-2,-1,-32,-5,1,-10,-8,-15
CN(C(=O)c1cccc(NC(=O)Cc2ccc(NC(=O)C3CCN(C(=O)C4CCC4)CC3)cc2)c1)C1CC1,0,-12,-14,0,3,-15,-3,-8,-15,-2,-9
CCOC(=O)C(=O)Nc1ccc(S(=O)(=O)Nc2nccs2)cc1,-5,7,19,-6,23,-14,-10,3,9,12,2
Cc1cc(C)c(C)c(C(=O)C(=O)c2ccccc2)c1,-4,7,-3,-4,-4,0,1,-3,-9,17,-8
O=C(O)c1ccc(COCC(F)(F)C(F)F)o1,5,6,-5,7,3,12,0,-21,12,1,-2
Cc1ccc2nsnc2c1S(=O)(=O)Nc1cccc2nsnc12,7,25,-3,3,10,3,-8,1,9,23,-2
CCCCNC(=S)Nc1ccc(C(F)(F)F)cc1,2,-7,44,-22,-4,-30,4,-45,-16,4,-1
NC(=O)c1ccc2c(c1)OCCO2,1,10,nt,-1,2,-26,0,17,3,5,-7
NS(=O)(=O)c1cccc(NC(=O)COC(=O)c2ccccc2SCC(=O)N2CCCC2)c1,-39,3,1,9,-9,-18,-3,-9,-7,12,-11
CCC(=O)c1ccc(OCC(=O)c2ccc3c(c2)NC(=O)CO3)cc1,4,5,-23,-2,4,-13,4,6,11,16,-11
